Compound activity (PubChem)
SIRT5 block – SIRT5 desuccinylase inhibitors, primary screen, biochemical, fluorescence imaging, single point, set 5. NAD-dependent protein deacylase sirtuin-5, mitochondrial (Homo sapiens), Q9NXA8. Purified SirT5, succinyl-peptide AMC, trypsin-coupled fluorescence. inhibition, % at 15 µM. 1.1% of 330,000 active. AID 652115, 2013; in the data active = inhibition above about 15%; inconclusive = no clear call, values can overlap the other calls
Target sequence (Q9NXA8 whole entry, looked up): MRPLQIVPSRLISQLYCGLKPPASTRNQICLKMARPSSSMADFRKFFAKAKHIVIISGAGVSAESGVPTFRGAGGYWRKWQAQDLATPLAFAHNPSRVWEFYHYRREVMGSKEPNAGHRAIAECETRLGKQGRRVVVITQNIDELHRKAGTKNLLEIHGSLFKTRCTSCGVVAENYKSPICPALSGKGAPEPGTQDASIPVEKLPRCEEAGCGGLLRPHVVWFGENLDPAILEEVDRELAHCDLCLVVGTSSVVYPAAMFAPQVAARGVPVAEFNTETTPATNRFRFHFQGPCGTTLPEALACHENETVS
EWS-Fli inh – EWS/Fli-driven NR0B1 reporter inhibitors, primary screen, A673 cells, NR0B1 luciferase, luminescence, MLPCN library. viability-normalised. inhibition, % at 12.6 µM. 0.67% of 350,000 active. AID 651661, 2012;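 active = mean inhibition of at least 50% after viability correction, with every replicate also passing that limit; inconclusive = mean reaches 50% but only one of two replicates passes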;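 note: firefly luciferase signal divided by Alamar Blue viability fluorescence both relative to DMSO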
PAX8 reporter – inhibitors of PAX8-driven TPO luciferase reporter, primary screen, RMG-I cells, single concentration | inhibition, % at 12.6 µM | 1.2% of 360,000 active | SteadyGlo, 24 h;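 active = mean replicate inhibition at least 60% with every replicate also reaching 60%; inconclusive = only one of the two criteria is met; inactive = mean below 60% and not all replicates reaching 60%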;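 note: luciferase light reporting Pax8 driven TPO promoter activity; plate controls were median of neutral control wells for no effect and mitoxantrone controls for full effect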
LGR2 inh – inhibitors of bursicon-induced LGR2 CRE-luciferase signal, primary screen, cell-based, HEK293, CRE-luciferase reporter, bursicon stimulation. 0.35% of 380,000 active. inhibition, % at 9.99 µM. bursicon-stimulated, 4 h. Drosophila bursicon receptor LGR2 (rickets);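 active = drop in luminescence signal, shown as inhibition above about 50% in the replicate tests, limit read from the data, passing the limit was not always enough; inconclusive = probably only some replicates passing the limit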;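 note: agonist challenge used bursicon conditioned medium at about half maximal strength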
ARNT-TACC3 inh – disruptors of ARNT/TACC3 protein interaction, primary screen, biochemical, AlphaScreen, single concentration. inhibition, % at 9.99 µM. AlphaScreen His-ARNT PAS-B/GST-TACC3 binding, luminescence; TACC3 fragment carries E629A point mutation. 0.66% of 390,000 active;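 active = mean inhibition of replicates at least 50% and at least half of replicates each reaching 50%; inconclusive = half or more replicates reach 50% but mean below 50%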;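 note: 0% = complete ARNT plus TACC3 wells and 100% = ARNT alone without TACC3; many hits fall short of the cut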
CASP6 VEID inh – human caspase-6 inhibitors, primary screen, biochemical, VEID-R110 fluorescence, single point, set 2 | P55212 | purified caspase-6, Z-VEID-R110 cleavage fluorescence | inhibition, % at 12.5 µM | 0.53% of 350,000 active | AID 686996, 2013;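 active = mean inhibition across replicates at least about 35%, with every replicate also reaching that limit, limit read from the data; inconclusive = only one of the two criteria met; inactive = neither criterion met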;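 note: 0% = median of neutral control wells and 100% = no fluorescence left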
Target sequence (P55212 24-179 limits assumed): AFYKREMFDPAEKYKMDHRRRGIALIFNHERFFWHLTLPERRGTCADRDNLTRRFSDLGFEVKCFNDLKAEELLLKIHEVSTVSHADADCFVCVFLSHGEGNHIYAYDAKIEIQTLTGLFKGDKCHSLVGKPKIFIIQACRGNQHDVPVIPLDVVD
Target sequence (P55212 194-293 limits assumed): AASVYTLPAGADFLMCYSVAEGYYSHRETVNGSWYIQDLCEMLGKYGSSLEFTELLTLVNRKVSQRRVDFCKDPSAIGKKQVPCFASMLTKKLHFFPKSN
DENV2 CPE rescue – inhibitors of DENV2 cytopathic effect, primary screen, cell-based, plate reader, single concentration. DENV2-infected cells, cytopathic effect rescue. CPE inhibition, % at 9.99 µM. 1.7% of 350,000 active. AID 651640, 2012; in the data active = CPE inhibition above about 20%, passing the limit was not always enough; inconclusive = no clear call, values can overlap the other calls; tested in BHK-21 cells;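 note: 0% = median of neutral control wells and 100% = median of positive control wells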
Starred values were filed as active, the others as inactive; ? = inconclusive; . = no result given; & = joins results of further samples.

SMILES | SIRT5 block | EWS-Fli inh | PAX8 reporter | LGR2 inh | ARNT-TACC3 inh | CASP6 VEID inh | DENV2 CPE rescue
CCC(=O)N1C[C@H](C)[C@@H](OC)CN(C)C(=O)c2ccc(NC(=O)c3ccc(F)cc3)cc2OC[C@@H]1C | 4.7 | 0.7 | . | -0.1 | . | 0.4 | 12.8
COCCN(C(=O)COC(=O)c1ccccc1Oc1ccccc1)c1c(N)n(Cc2ccccc2)c(=O)[nH]c1=O | -5.1 | . | 21.4 | -15.0 | 2.2 | 0.6 | 2.8
Cc1c2cnn(CC(=O)NCCCN3CCCCC3C)c(=O)c2c(C)n1Cc1ccccc1 (stereo not given) | -2.9 | -3.8 | -4.9 | 4.9 | 7.5 | -51.5 | 18.0
C/C(CC(=O)Nc1cccc(Cl)c1Cl)=N\NC(=O)C(=O)N1CCCC1 | -5.0 | -0.1 | -9.9 | -1.9 | 1.7 | 2.2 | 2.1
CC(C)NC(=O)N(C)C[C@H]1Oc2ccc(NC(=O)Nc3ccccc3)cc2C(=O)N([C@@H](C)CO)C[C@@H]1C | -3.5 | -6.1&1.0 | -7.4 | 0.3&0.9 | 0.2&0.2 | 1.4&0.4 | 2.9&11.9
O=C(NC1=NCCS1)c1ccc(Cl)c(S(=O)(=O)N2CCOCC2)c1 | -6.6 | -11.4 | 2.4 | -74.6 | 28.5 | 3.3 | -4.3
C[C@H]1CN([C@@H](C)CO)C(=O)Cc2cc(NC(=O)c3ccncc3)ccc2O[C@H]1CN(C)C(=O)Nc1ccc(F)cc1 | -2.8 | 3.5 | 17.2 | 6.1 | -6.6 | 1.7 | 0.8
CC(C)C1C(=O)N(Cc2cn(CC3CCCCC3)nn2)CCS(=O)(=O)N1Cc1ccc(-c2cccc(CO)c2)cc1 (stereo not given) | -0.6 | 5.9 | 33.1 | 15.1 | . | -0.4 | -11.1
CCC(=O)Nc1ccc2c(c1)OC[C@H](C)N(C(=O)C1CC1)C[C@H](C)[C@H](OC)CN(C)C2=O | -5.1 | -0.5 | . | 13.6 | 4.0 | 3.5 | 3.6
COc1ccc(CN(C)C[C@H]2Oc3c(NC(=O)c4ccncc4)cccc3C(=O)N([C@@H](C)CO)C[C@@H]2C)cc1 | 0.4 | -5.4 | 10.1 | 5.8 | -10.3 | -3.8 | -0.5
COc1ccc(C)cc1NC(=O)CN1CCCN(S(=O)(=O)c2ccc(Br)cc2)CC1 | 0.4 | 5.3 | 4.3 | -7.3 | . | 1.7 | -1.2
CC(OC(=O)CCN=C1NS(=O)(=O)c2ccccc21)C(=O)Nc1ccc(F)c(F)c1F (stereo not given) | 0.8 | 0.3 | 23.2 | -13.0 | . | 0.2 | -10.1
COc1cc(/C=C2\SC(=O)N(CC(=O)Nc3cccc(C)c3)C2=O)cc([N+](=O)[O-])c1O | -2.1 | -15.0 | 0.7 | -0.6 | 7.2 | . | 6.0
C[C@@H]1CN([C@@H](C)CO)S(=O)(=O)c2ccc(C#CCN(C)C)cc2O[C@H]1CN(C)Cc1ccncc1 | -3.5 | 2.4 | -11.9 | -4.4 | -5.9 | -10.6 | -2.3
CNC(=S)N/N=C/c1cc(Br)cc(Br)c1O | . | . | 5.7 | 3.7 | 47.6* | . | .
O=S(=O)(Cc1ccccc1)NCC1CCCN(Cc2ccc(F)c(F)c2)C1 (stereo not given) | -3.7 | 4.8 | 3.8 | 12.3 | -4.4 | -0.7 | 8.5
COc1ccc(-c2cn3cc(C(F)(F)F)cc(Cl)c3n2)cc1 | 2.5 | 13.4 | -60.3 | -59.8 | -2.6 | 1.6 | -7.0
CN(C)CC(=O)N1CC2(C1)[C@H](c1ccccc1)[C@@H](CO)N2S(=O)(=O)c1ccccc1 | -0.1 | -1.8 | -3.3 | 2.5 | . | -0.6 | -8.3
C[C@@H]1CN([C@H](C)CO)C(=O)c2cc(C#CCN(C)C)cnc2O[C@@H]1CN(C)Cc1ccccn1 | -2.6 | -5.1 | . | -9.3 | -5.3 | -39.9 | 14.8
COc1ccc(N2CCN(C(=O)Cn3cnc4c(cnn4-c4ccccc4)c3=O)CC2)cc1 | -2.6 | 2.0 | 2.9 | -9.2 | -4.8 | -3.0 | 7.2
Cc1[nH]c(=O)[nH]c(=S)c1C(=O)Nc1ccc(Cl)c(Cl)c1 | -0.5 | 13.3 | -7.6 | -1.8 | 0.2 | 2.1 | -3.0
Cc1ccc(NC(=O)COC(=O)c2oc3ccccc3c2C)cc1S(=O)(=O)N1CCOCC1 | -0.9 | 3.3 | -1.7 | 12.4 | -3.0 | 7.2 | 2.7
COCCNC(=O)C[C@@H]1CC[C@H]2[C@H](COc3ccc(NC(=O)C4CCCC4)cc3C(=O)N2C)O1 | 3.6 | 0.8 | 6.6 | 0.7 | 15.4 | 3.1 | 11.5
CN(C)CC(=O)Nc1ccc2c(c1)[C@H]1C[C@H](CC(=O)NCCN3CCCCC3)O[C@H](CO)[C@H]1O2 | -4.4 | -9.6 | -18.5 | 6.2 | 0.5 | -0.5 | 16.2
Fc1ccc(N=c2ssnc2Cl)c(F)c1 | -10.1 | -16.9 | -5.6 | -19.3 | 7.2 | . | 9.9
CC(O)C(NS(=O)(=O)c1ccc(Cl)cc1)C(=O)OCC(=O)N1CCN(c2ccccc2)CC1 (stereo not given) | . | . | 4.6 | 10.4 | -8.0 | . | .
CC(=O)c1cn(N2CCCCC2)c(=O)[nH]c1=O | 0.8 | 5.5 | 5.5 | -8.6 | -1.1 | 6.3 | 3.3
CCOP(=O)(OCC)C(Nc1ccc(OC)cc1)c1ccco1 (stereo not given) | -3.1 | 0.4 | -9.9 | . | -0.6 | 1.8 | 0.3
COc1cccc(C(C)(O)c2nc(-c3cc(F)cc(F)c3)cs2)c1 (stereo not given) | . | 18.0 | -6.7 | 11.6 | . | 2.1 | 9.8
CCS(=O)(=O)N1CCC(C(=O)NCCN2CCN(Cc3ccccc3)CC2)CC1 | -1.3 | 0.9 | . | 9.3 | -3.1 | -2.7 | 0.5
Cc1oc(-c2ccccc2F)nc1CS(=O)(=O)CC(=O)NCc1ccco1 | 0.4 | 4.6 | 32.1 | 10.3 | -2.7 | -1.2 | 1.1
NC(=O)c1cc(NC(=O)CCCc2nc3ccccc3s2)cc(C(N)=O)c1 | -8.3 | 8.8 | 30.8 | 8.6 | 7.9 | -1.7 | -7.5
C[C@H](CO)N1C[C@H](C)[C@H](CN(C)C(=O)Nc2ccc(F)cc2)Oc2cc(/C=C/c3ccccc3)ccc2S1(=O)=O | 20.8* | 9.9 | . | . | -2.2 | 0.5 | -8.0
O=C(O)c1cc(N/N=C/c2cccc3ccccc23)ccc1Cl | -10.3 | -147.0 | -147.2 | -142.9 | -1.0 | 5.6 | 4.2
COc1ccc(CN=Nc2cc(C)nc(NS(=O)(=O)c3ccccc3Cl)n2)cc1 | -1.4 | 0.0 | 8.7 | 16.3 | . | 5.9 | 0.1
Cc1nc(NCC(c2ccccc2)N(C)C)c2c(C)c(C)sc2n1 (stereo not given) | -2.3 | 21.8 | -6.5 | 4.1 | -1.8 | -3.4 | -9.2
Cc1ccc(S(=O)(=O)Cn2nnnc2C(C(C)C)N2CCSCC2)cc1 (stereo not given) | -0.3 | -3.8 | . | 4.3 | -20.0 | . | 1.5
C(=CCSc1ccccn1)CSc1ccccn1 | . | -113.5 | -172.8 | -57.1 | . | -16.7 | -0.1
O=C(Nc1cc(F)ccc1F)N1CCCCN2[C@H](CO)[C@H](c3ccc(-c4cncnc4)cc3)[C@H]2C1 | 8.6 | . | 0.6 | -12.4 | -10.9 | 1.4 | -2.0
C[C@@H]1CN([C@@H](C)CO)C(=O)c2cccc(NC(=O)Nc3ccc(C(F)(F)F)cc3)c2O[C@H]1CN(C)S(=O)(=O)c1ccc(F)cc1 | 14.2 | 2.1 | 15.9 | 16.9 | 0.3 | 3.0 | -7.7
Clc1ncccc1OCc1ccccc1 | -3.7 | -67.2 | -96.6 | -33.8 | -0.5 | 2.6 | 3.2
C#CCOCCOCCOCCNc1nc(N2CCN(C(=O)[C@H]([C@@H](C)CC)n3cc(CCC(=O)O)nn3)CC2)nc(N2CCN(C(=O)[C@H](CCCCN)n3cc(CCCC)nn3)CC2)n1 | -1.6 | -12.0 | 4.7 | -16.7 | 4.2 | -4.3 | ?
CCOc1ccccc1CNS(=O)(=O)c1ccc2c(c1)C(C)(C)C(=O)N2C | 12.3 | . | 6.5 | -3.6 | -1.9 | 3.9 | 10.9
COc1ccccc1NC(=O)CC1C(=O)Nc2ccccc2N1C(=O)c1ccccc1 (stereo not given) | -0.5 | -1.9 | 12.7 | -6.4 | 7.7 | -5.3 | ?
O=C(O)CCN(Cc1ccccc1)S(=O)(=O)c1ccc(Cl)cc1F | 0.3 | 5.1 | -6.0 | -6.9 | -3.1 | 0.8 | 2.9
C[C@H]1CN([C@@H](C)CO)C(=O)Cc2cc(NC(=O)Nc3ccc(F)cc3)ccc2O[C@@H]1CN(C)Cc1ccc(Cl)c(Cl)c1 | 5.5 | 0.4 | 0.0 | 4.9 | 6.1 | -1.6 | 18.1
CCOc1ccccc1NC(=O)c1cc(C(=O)Nc2ccccc2OCC)cc(N2C(=O)CCC2=O)c1 | -1.0 | 4.1 | 4.8 | 31.3 | -7.5 | 1.5 | -5.2
COc1ccc(NC(=O)COC(=O)CC23CC4CC(CC(C4)C2)C3)c([N+](=O)[O-])c1 | . | . | 20.3 | -19.7 | 2.8 | . | .
COc1ccc(C(=O)Nc2nnc(-c3ccccc3)s2)cc1 | -2.5 | -74.0 | -74.1 | -26.7 | -2.2 | 2.2 | 4.1
Cc1csc2nc(O)c(C(=O)NCC3CCCO3)c(=O)n12 (stereo not given) | 13.2 | -2.4 | . | 2.9 | 2.6 | 0.2 | -4.0
COc1ccccc1NC(=O)COC(=O)CNC(=O)C1CCCCC1 | -0.1 | -9.5 | . | -25.6 | -7.6 | 1.6 | 1.0
Cc1ccccc1-c1ccc(C2[C@@H]3CN(C(=O)NC4CCCCC4)C[C@H]2N3)cc1 (stereo not given in full) | . | -1.9&-11.5 | 37.4&10.0 | -9.9&-2.8 | . | . | -24.9&3.1
COc1ccc(Sc2ccc(-c3nc4cnccn4c3NC3CCCCC3)cc2OC)cc1 | 4.6 | 15.6 | -8.7 | 31.2 | -21.3 | -1.2 | ?
Cc1ccc(C(=O)N2CCN(c3cccc(Cl)c3)CC2)cc1C | 2.8 | -0.4 | . | -17.6 | . | 6.5 | 1.1
O=C(Cc1ccc([N+](=O)[O-])cc1)NC(C(=O)O)C(O)c1cccc([N+](=O)[O-])c1 (stereo not given) | -4.0 | -0.5 | 2.8 | 0.6 | -8.8 | -2.3 | 5.4

Whole records, quoted from the list:
`COc1ccc(NC(=O)COC(=O)CC23CC4CC(CC(C4)C2)C3)c([N+](=O)[O-])c1` across the screens: SIRT5 block: .; EWS-Fli inh: .; PAX8 reporter: 20.3; LGR2 inh: -19.7; ARNT-TACC3 inh: 2.8; CASP6 VEID inh: .; DENV2 CPE rescue: .
`COc1ccccc1NC(=O)CC1C(=O)Nc2ccccc2N1C(=O)c1ccccc1` (stereo not given) across the screens: SIRT5 block: -0.5; EWS-Fli inh: -1.9; PAX8 reporter: 12.7; LGR2 inh: -6.4; ARNT-TACC3 inh: 7.7; CASP6 VEID inh: -5.3; DENV2 CPE rescue: ?
